# Vif-A3G inh – blocks the Vif interaction with human APOBEC3G | Q9HC16 | HeLa A3G-eYFP + Vif (tagged APOBEC3G with the HIV-1 protein that degrades it), YFP fluorescence, overnight | Potency, µM (titrated, usually from 46.1 µM), inactives show top-dose activity, negative = active, hits mostly inhibitors | 410,000 compounds, 0.076% hits | AID 602310;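 also: potency is read from the fitted curve at half-maximal effect; % is scaled to controls: 0 for no effect and ±100 for the full control effect; nearly all actives have a fitted effect of over 60% in size; hits raise eYFP signal because A3G escapes Vif-driven loss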
# Target sequence (Q9HC16 whole entry, looked up): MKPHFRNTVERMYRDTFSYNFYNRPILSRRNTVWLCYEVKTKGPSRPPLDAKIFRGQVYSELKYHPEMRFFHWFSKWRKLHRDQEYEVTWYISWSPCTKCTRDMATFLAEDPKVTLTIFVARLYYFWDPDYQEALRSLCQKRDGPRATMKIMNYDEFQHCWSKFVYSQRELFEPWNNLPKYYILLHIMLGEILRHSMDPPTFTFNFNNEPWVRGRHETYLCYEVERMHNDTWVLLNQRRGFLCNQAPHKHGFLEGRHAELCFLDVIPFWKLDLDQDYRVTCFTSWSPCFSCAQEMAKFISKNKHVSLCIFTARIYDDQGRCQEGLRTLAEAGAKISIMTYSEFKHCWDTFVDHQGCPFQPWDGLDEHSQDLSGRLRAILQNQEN
#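 Read-out is eYFP fluorescence (Ex 488/Em 500-530) from Vif-expressing HeLa A3G-eYFP cells; more signal means A3G escaped Vif-mediated degradation. Cells plated overnight, compound pinned in, incubated overnight at 37 deg C.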
# Glioma ERSR ind – ER stress response induction in glioma. U87-MG GRP78 promoter luciferase reporter, 16 h. Potency, µM, inactives show top-dose activation, most hits filed as activators. 420,000 compounds, 0.02% hits; also: potency is read from the fitted curve at half-maximal effect; series mostly up to about 76 µM; % of control where 0% means no effect; nearly all actives have a fitted effect of over 35% in size
#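 ERSR induction read as luciferase luminescence (Bright-Glo, 10 min at room temperature) in stably transfected human U87-MG glioma cells exposed to compounds for 16 h, using GRP78 as sensor.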
# mIDH1 inhibitor – blocks human mutant IDH1 R132H enzyme. O75874. IDH1-R132H enzyme, NADPH consumption, diaphorase/resazurin fluorescence. Potency, µM (series often up to 76.6 µM), for the others: top-dose activity change, negative = inhibition, usual class: inhibitors. 390,000 compounds, 0.093% hits; also: potency is read from the fitted curve at half-maximal effect; % is scaled to controls: 0 for no effect and ±100 for the full control effect; nearly all actives have a fitted effect of over 65% in size
#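 IDH1-R132H (0.5 ug/mL dispensed) in pH 7.5 Tris buffer was preincubated 30 min with compound, then given a substrate mix of 0.016 mM NADPH and 2 mM alpha-KG for 80 min at room temperature; remaining NADPH was read by diaphorase/resazurin fluorescence.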
# TrxR1 substrate – rat thioredoxin reductase 1 substrate activity; O89049; purified TrxR1 substrate turnover, NADPH consumption readout; Potency, µM (highest dose often 114 µM), without a hit: top-dose activity change, negative = substrate turnover; 390,000 compounds, 0.01% hits; AID 588456; also: potency is read from the fitted curve at half-maximal effect; % is scaled to controls: 0 for no effect and ±100 for the full control effect; nearly all actives have a fitted effect of over 50% in size
#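 Rat TrxR1, dispensed at 90 nM, was prereduced with 400 uM NADPH (final) for 5 min at ~22 deg C, then incubated with compound 15 min before 400 uM selenite. A first-read NADPH fluorescence drop versus no-compound background flagged substrates.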
# PI4K2A inh – blocks human PI4K2A kinase activity | activity change, negative = inhibition, % at 76.9 µM | AID 1346378 | 420,000 compounds, 0.13% hits | purified PI4K2A, ADP-Glo luminescence, 1 h; active compounds read low | Q9BTU6; in the data active = activity change below about -50%; inconclusive = mostly about -30% to -49%;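 also: -100% = wells without enzyme as full effect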
#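 ADP-Glo luminescence measured ADP generated by PI4K2A enzyme (4 ug/mL before mixing) with 1.2 mM PI substrate (pre-mix) and 300 microM ATP (pre-mix). Tris pH7.5 buffer with MgCl2, Triton X-100; 1 h reaction at ambient temperature.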
# LDHA inh – inhibitors of human lactate dehydrogenase A; P00338; purified LDHA, NADH/diaphorase-resazurin fluorescence; active compounds read low; 480,000 compounds, 0.15% hits; AID 1347041; activity change, % (values are at about 110 or 230 µM); in the data active = activity change below about -30%; inconclusive = mostly about -25% to -30%;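 also: plate controls were DMSO wells for no effect and wells without enzyme for full effect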
#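 LDH5 2 nM; NADH 0.06 mM, pyruvate 0.2 mM; 200 mM Tris pH 7.4, EDTA, Tween-20; 5 min RT. Detection: diaphorase 0.133 mg/mL + resazurin 37 µM, fluorescence ex540/em590 at 0 and 20 min; normalized to enzyme-free and DMSO wells.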
# RXFP1 ag – activates the human relaxin receptor RXFP1; Q9HBX9; HEK293T-RXFP1 cAMP TR-FRET, 30 min; response scale: percent of porcine relaxin response, buffer zero; Potency, µM (highest dose often 57.5 µM), without a hit: at the highest dose activation, hits mostly activators; 370,000 compounds, 0.3% hits; AID 2676; also: potency is read from the fitted curve at half-maximal effect; % is scaled to controls: 0 for no effect and ±100 for the full control effect; nearly all actives have a fitted effect of over 60% in size; many of its hits are not listed in these tables
# Target sequence (Q9HBX9 whole entry, looked up): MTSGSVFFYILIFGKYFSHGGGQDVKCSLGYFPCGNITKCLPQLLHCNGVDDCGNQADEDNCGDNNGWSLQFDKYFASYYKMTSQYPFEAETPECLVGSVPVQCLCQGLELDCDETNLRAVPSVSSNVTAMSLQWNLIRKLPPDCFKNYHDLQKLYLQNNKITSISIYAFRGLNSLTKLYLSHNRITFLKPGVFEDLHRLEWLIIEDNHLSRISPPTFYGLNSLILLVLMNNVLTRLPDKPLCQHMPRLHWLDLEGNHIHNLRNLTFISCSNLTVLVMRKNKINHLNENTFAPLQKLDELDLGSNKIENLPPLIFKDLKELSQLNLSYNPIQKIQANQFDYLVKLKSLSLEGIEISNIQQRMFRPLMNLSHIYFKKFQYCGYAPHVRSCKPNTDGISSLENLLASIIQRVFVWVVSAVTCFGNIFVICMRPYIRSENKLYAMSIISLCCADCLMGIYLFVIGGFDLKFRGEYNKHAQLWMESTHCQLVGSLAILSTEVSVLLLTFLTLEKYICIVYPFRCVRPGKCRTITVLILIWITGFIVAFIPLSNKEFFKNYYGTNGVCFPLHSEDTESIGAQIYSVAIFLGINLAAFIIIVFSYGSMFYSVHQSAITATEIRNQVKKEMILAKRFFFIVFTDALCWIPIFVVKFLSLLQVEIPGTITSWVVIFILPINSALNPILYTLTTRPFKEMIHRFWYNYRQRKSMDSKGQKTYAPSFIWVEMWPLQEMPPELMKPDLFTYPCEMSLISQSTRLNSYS
#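 HEK293 cells stably expressing RXFP1, treated 30 min at 37C with compounds plus PDE4 inhibitor Ro 20174; cAMP measured by HTRF TR-FRET. Normalized to buffer and 29 nM porcine relaxin; EC50 by Hill fit.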
# Vif-A3F inh – blocks the Vif interaction with APOBEC3F; AID 602313; Potency, µM (series often up to 46.1 µM), for the others: at the top dose activity, negative = active; HeLa A3F-eYFP + Vif (tagged APOBEC3F with the HIV-1 protein that degrades it), YFP fluorescence increase; 390,000 compounds, 0.2% hits; also: potency is read from the fitted curve at half-maximal effect; % of control where 0% means no effect; nearly all actives have a fitted effect of over 65% in size
#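 HeLa cells stably expressing A3F-eYFP plus Vif, plated and incubated overnight at 37 deg C, then exposed to compounds overnight at 37 deg C. Blocked degradation read as raised yellow fluorescence (Ex 488/Em 500-530).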
# USP1 inh – USP1/UAF1 (human) deubiquitinase inhibition. O94782. recombinant USP1/UAF1, Ub-Rhodamine cleavage fluorescence. Potency, µM (top dose mostly 57.1 µM), for the others: at the highest dose activity change, negative = inhibition, hits mostly inhibitors. 390,000 compounds, 0.23% hits; also: potency is read from the fitted curve at half-maximal effect; % is scaled to controls: 0 for no effect and ±100 for the full control effect; nearly all actives have a fitted effect of over 60% in size; inactives centre near -12
#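 USP1/UAF1 complex (1 nM) preincubated 15 min at room temperature with compound, then Ub-Rho substrate (150 nM final) added. Kinetic fluorescence at 480/540 nm over 6 reads at 60 s intervals; 50 mM HEPES pH 7.8, 0.5 mM EDTA, 0.1 mg/ml BSA, 1 mM TCEP, 0.01% Tween-20.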
# An asterisk follows results filed as active; ? = inconclusive; . = no result given; & = joins results of further samples; [ ] = another dose, or the depositor's remark. Unless noted, calls follow the shape of the dose curve; as a rule, active = well fitted curve in the direction sought with a large enough effect; inconclusive = small, poorly fitted or top-dose-only effect, or another doubt; inactive = no such curve, though single readings can be large; an effect the other way counts as inactive or inconclusive. A portion of the library; count on the stated rates, not on these rows.
cpd	Structure	Glioma ERSR ind	USP1 inh	RXFP1 ag	Vif-A3F inh	mIDH1 inhibitor	PI4K2A inh	Vif-A3G inh	TrxR1 substrate	LDHA inh
1	COc1ccccc1CNC(=O)CCNC(=O)N1CC(=O)Nc2ccccc21	8%	-29%	-0.5%	0%	-10%	3	-1%	-1%	-3
2	CC1CCC(C(=O)NC(C(=O)N2CCC(N3CCCCC3)CC2)C(C)C)CC1 (centres undefined)	-1%	-27%	0.3%	-22%	0%	1	1%	-2%	0
3	Cc1ccc(S(=O)(=O)N2[C@@H](c3ccc(Cl)cc3)C(C(=O)O)=C[C@H]2CC2CCCC2)cc1	0%	-16%	.	-21%	3%[38.3 µM]	-1	-5%	-2%	-7
4	CC(=O)c1ccc(OCc2cn(CC(=O)c3ccc(O)cc3)nn2)cc1	3%	-20%	.	1%	1%	-19	1%	4%	3
5	CC(C)OCCCNC(=S)NNC(=O)c1ccc(Cl)c(Cl)c1	4%	-10%	0.8%	1%	2%	-4	-1%	-7%	-1
6	CC(=O)c1ccc(N2CCN(C(=S)NCCCN(C)C)CC2)cc1	1%	-22%	-2.0%	9%	-8%	3	-9%	-8%	-11
7	O=c1cccccc1NCc1ccccc1	6%	-13%	-0.6%	-10%	11%	4	-1%	-8%	0
8	C=Cc1ccc(CSc2nc(-c3ccccc3C)nc3c2Cc2c(CO)cnc(C)c2O3)cc1	0%	-26%	4.2%	1%	0%	3	5%	-2%	0
9	CCOCCCNC(=O)Cn1cnc2c(cnn2-c2ccc(F)cc2)c1=O	-5%	-3%	0.6%	-1%	-3%	-1	-1%	4%	1
10	O=C(O)C1(S(=O)(=O)CCC(F)=C(F)F)CC1	-2%	-1%	-0.4%	-8%	-1%	-1	0%	5%[57.1 µM]	-9
11	Cn1c(SCC(=O)Nc2ccccc2)nc2c([nH]c3ccccc32)c1=O	0%	-11%	1.3%	?	0%	-1	0%	4%	-10
12	Cc1ccc(C(=O)c2cn(Cc3ccccc3F)c3cc4c(cc3c2=O)OCCO4)cc1	-2%	3%	-0.5%	3%	-7%	-2	-2%	10%	0
13	O=C(O/N=C\c1ccc(N2CCCCC2)c([N+](=O)[O-])c1)c1ccc(Cl)cc1Cl	-1%	-12%	2.2%	4%	2%	6	-5%	-9%	-1
14	CCn1c(C)cc(C(=O)COC(=O)c2cccnc2SC)c1C	0%	-19%	.	6%	5%	3	-2%	-12%	3
15	CCCc1cc(=O)[nH]c2nnc(SCC(=O)Nc3nnc(SCC)s3)n12	-3%	-3%	0.2%	-2%	7%	3	0%	-7%	-8
16	CCOC(=O)c1sc2nc(CC(=O)OC)nc(N3CCN(c4ccc(OC)cc4)CC3)c2c1C	-1%	-16%	-2.0%	3%	0%	9	4%	-5%[57.1 µM]	6
17	CC1CN(C(=O)N2CCCCC2)CCN1C(=O)N1CCCCC1 (centres undefined)	-2%	-10%	-1.2%	8%	-8%	3	0%	1%[57.1 µM]	-5
18	CCOC(=O)C1(CC2CC2)CCN(S(=O)(=O)C[C@]23CC[C@H](CC2=O)C3(C)C)CC1	-4%	-26%	1.1%	12%	-3%	-1	0%	1%[11.4 µM]	-1
19	COCC1CCN(C(=O)C2CCC(=O)N(CC3CCCCC3)C2)CC1 (centres undefined)	0%	-22%	1.9%	2%	2%	7	-4%	-10%	-1
20	ON1C2CCCCC2N(O)C1c1c(F)c(F)c(F)c(F)c1F (centres undefined)	-4%	-18%	0.8%	-2%	1%	-4	-3%	8%[57.1 µM]	1
21	COc1ccc2c(c1)Cc1sc(NC(=O)c3cccc(Cl)c3)nc1-2	-10%	?	-0.9%	0%	-3%	-13	-9%	1%[57.1 µM]	11
22	Cc1nnc(NC2=NCCCCC2)o1	1%	-10%	-0.5%	.	4%	-7	-1%	18%	-9
23	COc1ccc(-n2nc3c(c2NC(=O)c2c(F)cccc2Cl)CS(=O)C3)cc1 (centres undefined)	-2%	-8%	-1.2%	-2%	0%	4	-2%	5%	-1
24	CCc1ccc(NC(=O)Cn2c(=O)n(CCCC(=O)NCc3ccccc3OC)c(=O)c3ccccc32)cc1	-2%	-9%	11%	-6%	-9%	4	-1%	3%	-13
25	Cc1ccc(S(=O)(=O)N2CCN(C(=O)c3sccc3C)CC2)cc1	-4%	-5%	0.1%	-1%	4%	4	-6%	-5%	-6
26	Cc1nc(N2CCN(C(c3ccccc3)c3ccccc3)CC2)[nH]c(=O)c1C	-4%	-19%	0.7%	.	11%	-3	1%	6%	-6
27	Cc1ccc(S(=O)(=O)/N=C(/Nc2ccccc2C)c2ccccc2)cc1	-4%	-20%	.	4%	6%	-1	-1%	8%[57.1 µM]	-8
28	C[C@]12c3[nH]c4cc(-c5ccco5)ccc4c3CCN1C(=O)[C@@H](CC(=O)NCc1cccc(C(F)(F)F)c1)C[C@@H]2C(=O)N1CCCCC1	-1%	-17%	.	-4%	-7%[38.3 µM]	2	-8%	8%	1
29	Nn1c(SCC(=O)Nc2ccc(F)cc2F)nnc1C1CCCCC1	5%	-16%	3.0%	1%	20%	-4	1%	-2%	-5
30	CCOC(=O)c1c(NC(=O)CCN2CCOCC2)sc(C)c1-c1ccccc1	-5%	-11%	0.2%	4%	0%	-4	-9%	-7%	9
31	COCCn1c(SCC(=O)N2CC(=O)Nc3ccccc32)nnc1-c1ccoc1C	-4%	-7%	-1.5%	1%	4%	-7	0%	-1%	-6
32	N#Cc1c(SCC(=O)O)nc(N2CCOCC2)c2c1CCCC2	0%	-13%	20%	5%	7%	6	0%	-1%	-6
33	COc1cc(/C=N\NC(=O)c2ccc(-c3ccccc3)cc2)cc(OC)c1O	-1%	-16%	1.7%	-12%	-10%	-3	-7%	-8%	-1
34	C=CCNC(=S)NNc1nc(N2CCCC2)nc(N2CCCC2)n1	1%	-5%	-0.8%	-19%	5%	-11	2%	14%	-10
35	Cc1ccccc1NS(=O)(=O)c1ccc(NC(=O)c2ccco2)cc1	2%	-9%	3.0%	-3%	1%	2	1%	-1%	-1
36	Cc1ccc(C)n1NC(=O)c1cccs1	1%	5%	1.0%	0%	-2%	?	-1%	1%	0
37	Clc1ccc(-c2nnc(CNC3CC3)o2)cc1	-3%	-8%	0.1%	-4%	5%	1	0%	7%	1
38	Cc1cccc(CNC(=O)Cn2nc(C)n3c(cc4cc(F)ccc43)c2=O)c1	-1%	-26%	4.2%	2%	-8%	1	2%	6%	-1
39	COc1cc(NC(=O)CN2C(=O)COc3ccc(S(=O)(=O)N4CCCCC4)cc32)cc(OC)c1	3%&0%	-21%&-22%	-1.1%&-0.2%	1%&1%	-9%&-15%	5&-2	4%&-7%	2%&2%	0&-3
40	O=C(CSCc1nc2ccccc2[nH]1)Nc1ccc2ccccc2c1	4%	4%	0.4%	-2%	0%	3	-5%	-7%	-6
41	O=C(COc1ccccc1)Nc1ccc(Cl)c(-c2nc3ncccc3o2)c1	-5%	4%	0.2%	4%	-7%	-1	0%	0%	5
42	O=C1NC[C@@H](Cc2cccc3ccccc23)N(CC2(c3ccccc3)CC2)C1=O	-4%	-13%	1.0%	1%	-1%	5	-7%	3%	0
43	O=C(CN1CCC(C(=O)c2ccc(F)cc2)CC1)Nc1ccc(F)cc1	-3%	-1%	-3.3%	-11%	7%	-3	3%	10%[57.1 µM]	-5
44	COc1ccc(OC)c(/C=C/C(=O)OCC(=O)NCc2ccccc2)c1	-5%	-19%	.	-1%	1%	-2	0%	10%[11.4 µM]	-6
45	Cc1ccc(NC(=O)CSc2nn(-c3ccc(Cl)cc3)c(=S)s2)cc1S(=O)(=O)N(C)C	-8%	-21%	-3.0%	0%	5%	-3	-3%	-1%	2
46	COc1cccc(N2CCN(C(=O)CCS(=O)(=O)c3ccc4c(c3)CC(=O)N4C)CC2)c1	1%	-16%	-0.6%	0%	0%	-13	-1%	-1%[57.1 µM]	-4
47	C1CN(c2nc3nonc3n3nnnc23)CCO1	-6%	-2%	-0.2%	-2%	-4%	-6	1%	2%[57.1 µM]	-6
48	CSc1ncccc1C(=O)NC(C)C1CC2CCC1C2 (centres undefined)	-6%	-13%	-0.7%	-12%	-4%	1	-1%	7%[57.1 µM]	-14
49	C[C@H]1CN([C@@H](C)CO)C(=O)c2cccc(NC(=O)C3CC3)c2O[C@H]1CN(C)S(=O)(=O)c1ccccc1	-3%	-30%	.	8%	14%	-2	2%	8%	-2
50	CC(C)C(=O)Nc1cccc(C(=O)OCC(=O)c2ccc(Cl)cc2Cl)c1	-1%	-11%	13%	7%	0%	-5	-2%	4%[57.1 µM]	2
51	COc1ccc(S(N)(=O)=O)cc1C(=O)NCCCN1CCN(c2ccc(C)cc2)CC1	-1%	-2%	-0.5%	3%	5%	2	0%	-4%	-1
52	COc1ccc(OC)c(S(=O)(=O)N2CCC(C(=O)Nc3cccc(C(F)(F)F)c3)CC2)c1	-3%	-20%	0.3%	-2%	2%	-2	-3%	4%[57.1 µM]	5
53	COC(=O)c1ccc(N2CCOCC2)c(NC(=O)c2ccco2)c1	-5%	-16%	2.2%	-3%	4%	0	-1%	-9%[57.1 µM]	-5

# Bioassay records as filed in PubChem.
